# Compound activity: PubChem BioAssay, Sanford-Burnham Center for Chemical Genomics
# GRIN3A LBD mod – binders of NR3A ligand-binding domain, primary screen, biophysical, differential scanning fluorimetry, uHTS; Glutamate receptor ionotropic, NMDA 3A (GRIN3A) ligand-binding domain; NR3A LBD differential scanning fluorimetry, Tm shift; 0% = protein alone, 100% = glycine-bound protein; Tm shift relative to glycine control, % at 25 µM; 340,000 compounds, 2.5% hits; AID 1259313, 2017;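 active = melting temperature shift of at least 10% of the positive control shift, at one fixed dose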
# ATG4B inh – ATG4B protease inhibitors, primary screen, biochemical, fluorescence, uHTS; 340,000 compounds, 0.51% hits; inhibition, % at 8.33 µM; Cysteine protease ATG4B (Homo sapiens), Q9Y4P1; ATG4B cleavage of LC3-PLA2, NBD-HPC fluorescence, 1 h; in the data active = inhibition above about 40%
# Target sequence (Q9Y4P1 whole entry, looked up): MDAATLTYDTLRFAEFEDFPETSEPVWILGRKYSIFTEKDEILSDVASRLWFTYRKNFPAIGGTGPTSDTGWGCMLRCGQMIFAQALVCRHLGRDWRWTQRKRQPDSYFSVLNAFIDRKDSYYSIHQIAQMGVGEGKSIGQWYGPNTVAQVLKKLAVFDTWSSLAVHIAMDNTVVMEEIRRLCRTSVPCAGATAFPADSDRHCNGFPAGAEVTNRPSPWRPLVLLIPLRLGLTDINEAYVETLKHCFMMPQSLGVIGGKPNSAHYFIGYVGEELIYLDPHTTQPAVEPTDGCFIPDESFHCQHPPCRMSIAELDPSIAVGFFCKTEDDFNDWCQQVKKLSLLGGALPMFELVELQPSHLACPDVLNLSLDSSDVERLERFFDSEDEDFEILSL
# MPTP inh – mitochondrial permeability transition pore inhibitors, primary screen, biochemical, isolated mouse mitochondria, absorbance; Ca2+ swelling absorbance, 30 min; inhibition, % at 10 µM; 360,000 compounds, 1.4% hits;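 active = inhibition of 50% or more, scaled per plate between neutral and stimulator controls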;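 note: 0% = DMSO wells given calcium and 100% = 1 mM EGTA wells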
# HKDC1 inh – HKDC1 hexokinase inhibitors, primary screen, biochemical, fluorescence, uHTS. Q2TB90. AID 493160, 2011. inhibition, % at 20 µM. recombinant HKDC1, G6PDH/diaphorase resazurin coupled fluorescence. 340,000 compounds, 0.16% hits;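 active = inhibition above about 35% when tested at 20 µM, limit read from the data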;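 note: plate controls were DMSO wells with enzyme for no effect and DMSO wells lacking enzyme for full effect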
#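 Test system: HK5 enzyme. Quantity: 5 µg/mL HK5 final. Reagent: glucose and ATP substrates. Schedule: 90 min reaction incubation at room temperature, dark. Technique: resazurin-to-resorufin fluorescence via G6PDH and diaphorase coupling, 525/613 nm. Control set: DMSO wells with and without enzyme mix.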
# SENP8 inh – human SENP8 protease inhibitors, primary screen, biochemical, fluorescence, Nedd8 protein substrate, uHTS; Sentrin-specific protease 8 (Homo sapiens), Q96LD8; recombinant SENP8; inhibition, % at 20 µM; 360,000 compounds, 0.64% hits; in the data active = inhibition mostly above about 40%, no sharp cut-off; inactive = mostly below about 27%
# SENP7 inh – SENP7 protease inhibitors, primary screen, biochemical, luminescence, uHTS; inhibition, % at 5 µM; Sentrin-specific protease 7 (Homo sapiens), Q9BQF6; 330,000 compounds, 1.5% hits; recombinant SENP7, Z-RLRGG-aminoluciferin luminescence, 40 min;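 active = inhibition above about 50% at the single test dose, limit read from the data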;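 note: plate controls were DMSO with enzyme for no effect and no enzyme buffer wells for full effect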
# SENP6 block – SENP6 protease inhibitors, primary screen, biochemical, luminescence, uHTS; Sentrin-specific protease 6 (Homo sapiens), Q9GZR1; AID 2599, 2010; inhibition, % at 10 µM; Recombinant SENP6 catalytic domain, aminoluciferin luminescence; 330,000 compounds, 1.8% hits;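 active = inhibition above about 50% at the single tested dose, limit read from the data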;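 note: plate controls were DMSO wells with enzyme for no effect and DMSO wells lacking enzyme for full effect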
# Target sequence (Q9GZR1 628-1112 limits assumed): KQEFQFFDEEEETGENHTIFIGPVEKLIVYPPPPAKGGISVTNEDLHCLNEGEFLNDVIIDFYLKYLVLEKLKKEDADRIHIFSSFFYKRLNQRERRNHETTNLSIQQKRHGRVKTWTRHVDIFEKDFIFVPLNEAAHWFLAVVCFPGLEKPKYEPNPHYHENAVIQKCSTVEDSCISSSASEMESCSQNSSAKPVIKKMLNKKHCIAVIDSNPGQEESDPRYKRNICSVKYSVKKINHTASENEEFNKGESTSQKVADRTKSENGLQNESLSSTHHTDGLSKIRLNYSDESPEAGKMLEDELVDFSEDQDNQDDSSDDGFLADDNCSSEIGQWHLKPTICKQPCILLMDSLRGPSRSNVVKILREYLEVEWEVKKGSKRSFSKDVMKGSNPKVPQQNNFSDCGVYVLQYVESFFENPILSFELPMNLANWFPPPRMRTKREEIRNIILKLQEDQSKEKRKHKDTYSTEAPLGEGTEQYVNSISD
# PfG6PD inh – PfG6PD enzyme inhibitors, primary screen, biochemical, fluorescence intensity, uHTS. glucose-6-phosphate dehydrogenase-6-phosphogluconolactonase (Plasmodium falciparum 3D7). 350,000 compounds, 0.78% hits. inhibition, % at 20 µM. PfGluPho enzyme, NADPH resazurin-diaphorase fluorescence. AID 504690, 2011;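 active = inhibition reaching at least a set limit at 20 µM in the primary screen, cut at about 59% in these data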;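 note: 0% = DMSO wells with substrate and 100% = DMSO wells lacking glucose-6-phosphate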
# Active calls of the source: *; nt = no result given. Outcome played no part in choosing rows. Share with any hit: about 6.9%.
SMILES,GRIN3A LBD mod,ATG4B inh,MPTP inh,HKDC1 inh,SENP8 inh,SENP7 inh,SENP6 block,PfG6PD inh
Cc1cc(OCc2cccc(S(=O)(=O)N3CCOCC3)c2)ccc1Cl,1.2,-4.9,1.4,3.0,4.2,-12.0,-11.5,0.3
O=C(O)CCCCNS(=O)(=O)c1ccc(Cl)c(C(F)(F)F)c1,-0.4,-0.1,-2.7,3.2,42.5*,-1.3,-5.4,-18.6
Cn1c(N)c(C(=O)COC(=O)Cc2ccc(Br)cc2)c(=O)n(C)c1=O,-0.2,7.0,1.3,0.3,11.0,-4.2,4.5,-13.1
O=C(NC1CCCCC1)C(c1ccccn1)N(C(=O)c1csnn1)C1CC1 (stereo unspecified),-0.8,-4.3,-0.5,-7.3,6.6,-0.8,-23.6,-0.9
COc1ccc(Cc2nc(=S)[nH][nH]2)cc1Br,-0.7,-5.9,-2.1,-6.0,8.6,-0.1,-11.1,18.3
Cn1c(-[n+]2c(-c3ccccc3)cc(-c3ccccc3)cc2-c2ccccc2)nc2cc([N+](=O)[O-])ccc21,0.1,6.2,1.0,-10.8,10.1,1.2,-3.2,6.9
COc1ccc(-c2nc(NC(=O)CSc3nnc4ccccn34)ns2)cc1,-0.2,-3.1,nt,-1.1,nt,2.1,-0.4,17.3
O=C(Nc1cccc(F)c1)NC1CCCc2ccccc21 (stereo unspecified),-3.0,72.2*,12.3,1.5,9.1,3.3,-20.2,13.0
Cc1cccc(OCC(=O)NCCCNC(=O)c2ccco2)c1,-0.6,-9.4,0.4,-5.0,3.7,-6.0,3.6,12.5
O=C(CCN1CCOCC1)c1ccc2c(c1)OCCO2,0.5,1.8,10.0,-1.8,1.2,-2.2,17.7,32.2
COc1ccc(/C(C)=N/NC(=O)CNC(=O)c2cccs2)cc1OC,-1.3,-0.3,1.2,-11.1,5.0,7.1,6.6,5.5
CCOc1ccc(NC(=O)N2CC=C(n3c(=O)[nH]c4ccccc43)CC2)cc1,0.6,-10.3,2.7,-1.0,20.0,4.0,-6.2,11.3
COC(=O)c1ccccc1NC(=S)N(Cc1ccc2c(c1)OCO2)Cc1cc2cccc(C)c2[nH]c1=O,-2.9,-9.1,2.7,-6.0,-97.6,-5.7,-4.9,5.4
C[C@H]1COC(=O)[C@@H](Cc2ccc(F)cc2)CC/C=C/C[C@@H](CC(=O)N(CCO)Cc2ccccc2)C(=O)N1,0.0,1.4,0.4,-5.9,15.8,-6.2,-17.3,-7.9
Cc1nn(Cc2ccc(Cl)cc2)c(C)c1NC(=O)c1cc(C(C)C)on1,2.0,-0.5,1.9,-0.8,4.8,-2.5,-17.2,-5.8
CCCCn1c(N)c(N(CCOC)C(=O)c2cc(S(=O)(=O)N3CCCCC3)ccc2C)c(=O)[nH]c1=O,-1.9,-6.5,0.8,-11.1,-16.0,-0.9,3.0,1.3
COc1ccc(/C=C/c2cc(O)cc(OC3OC(CO)C(O)C(O)C3O)c2)cc1 (stereo unspecified),1.8,-7.3,-3.6,-2.4,-248.5,nt,nt,-11.4
CCOC(=O)C1=NN(C(=O)Cc2ccccc2)C(O)(C(C)(C)C)C1 (stereo unspecified),0.2,-11.0,1.6,-0.5,13.6,nt,nt,-0.9
COC(=O)Cn1c(=NC(=O)C(C)C)sc2c(C)cc(C)cc21,20.4*,-3.1,-0.9,-3.2,7.8,1.8,-16.2,24.2
CCOC(=O)C1(C)C=C(Nc2ccc(C)cc2)C(=O)N1c1ccc(C)cc1 (stereo unspecified),4.0,-6.3,0.9,-8.6,4.0,-0.7,7.6,-7.8

# Taken from above:
# O=C(CCN1CCOCC1)c1ccc2c(c1)OCCO2 in ATG4B inh → 1.8
# Cn1c(-[n+]2c(-c3ccccc3)cc(-c3ccccc3)cc2-c2ccccc2)nc2cc([N+](=O)[O-])ccc21 in PfG6PD inh → 6.9

# Carrying on:
SMILES,GRIN3A LBD mod,ATG4B inh,MPTP inh,HKDC1 inh,SENP8 inh,SENP7 inh,SENP6 block,PfG6PD inh
CCCn1nc(C(=O)NC2CCCc3ccccc32)c2ccccc2c1=O (stereo unspecified),2.4,28.9,6.6,-13.6,-1.3,-3.8,-14.6,-14.9
CC1CCC(NC(=O)c2cccc(S(=O)(=O)N3CCN(c4ccccc4)CC3)c2)CC1 (stereo unspecified),1.2,-0.5,76.4*,-10.0,4.4,5.8,7.6,-14.3
O=C(CCC1CCCC1)Nc1cc(Cl)ccc1N1CCOCC1,-0.2,3.2,-0.9,-0.4,6.8,1.8,2.0,3.2
O=C(c1cc2c(s1)CCCC2)n1cccn1,-1.1,7.6,-2.1,-0.9,7.5,63.5*,57.7*,-5.1
O=c1oc(-c2ccccc2)c(-c2ccccc2)c2ccccc12,2.7,1.9,-0.4,-2.6,15.9,nt,nt,-13.6
COc1ccccc1N1CCN(C(C)C(=O)N2CC(C)OC(C)C2)CC1 (stereo unspecified),0.0,4.6,-2.0,-0.2,10.3,2.4,-11.1,-7.5
COc1ccccc1OCCNc1cc(N2CCCCC2)ccc1[N+](=O)[O-],1.2,-2.2,5.8,8.0,25.2,8.0,-15.4,11.8
CCOC(=O)C1CCCN(C(=O)c2ccc3nc(-c4cccc(OC)c4)oc3c2)C1 (stereo unspecified),1.1,-2.9,2.1,-2.9,-4.1,37.3,47.7,0.5
C=CCn1c(SCC(=O)NCC2CCCO2)nnc1-c1ccccc1 (stereo unspecified),-1.4,-10.8,0.4,11.2,19.0,4.5,8.2,0.0
CCCCC(Br)C(=O)Nc1ccc(S(=O)(=O)Nc2cc(C)nc(C)n2)cc1 (stereo unspecified),-0.9,-4.6,-3.4,-3.1,4.9,-2.9,5.3,-8.1
Cc1nc2ccccn2c1C(=O)NN,-1.5,1.3,-2.6,-4.8,-6.7,7.0,-16.0,-10.3
COC(=O)C1=C(C)N(CCCC(=O)O)C(=O)NC1c1cccc2ccccc12 (stereo unspecified),-0.6,-16.2,-1.0,-4.5,7.0,-4.0,-6.4,-18.4
CCc1cc2c(=O)n(Cc3ccco3)c(SCc3c(C)noc3C)nc2s1,-0.9,6.5,1.3,5.5,25.6,1.1,1.4,23.5
CCc1ccc(-c2cc(C)no2)cc1S(=O)(=O)N1CCN(c2ccc(C(C)=O)cc2)CC1,-1.0,-3.2,0.9,-7.1,-112.2,-3.5,6.5,-5.2
Cc1cc(N2CCCN(C)CC2)nc2cc(Cl)ccc12,-1.8,-1.7,9.4,-6.6,-164.4,-9.2,-8.7,0.7
CCCN(C(=O)c1cc(C)ccc1C)c1c(N)n(Cc2ccccc2)c(=O)[nH]c1=O,2.5,-8.8,-0.3,-5.4,5.9,-0.7,-0.8,-1.5
COc1ccc(C(=O)CNc2ccc3ccccc3c2)cc1,-0.8,-8.7,0.7,9.5,-357.9,2.3,46.1,13.4
Cc1ccc(C(=O)NNC2=Nc3cccc4cccc2c34)cc1,1.1,-0.2,47.6,-18.6,-5.8,4.4,-18.0,14.8
O=C(NCCC1CCCCN1S(=O)(=O)c1ccc(F)cc1)C(=O)Nc1ccccc1 (stereo unspecified),1.1,-2.9,0.6,-2.9,-4.1,-3.7,-6.3,17.1
COCCn1c(C)cc(C(=O)COC(=O)C23CC4CC(CC(O)(C4)C2)C3)c1C,-3.7,-5.2,-0.5,-13.8,28.1,-6.1,5.2,-6.3
COc1ccc(C2(C)NC(=O)N(CC(=O)N3CCc4ccccc43)C2=O)cc1OC (stereo unspecified),-0.4,-1.1,0.5,-3.1,3.6,9.6,-5.2,11.3
COc1ccc(CCc2nnc(CCC(=O)NCC3CCCO3)o2)cc1 (stereo unspecified),-1.0,22.7,0.2,-1.4,4.5,-3.4,-5.9,-13.2
COC(=O)c1c(NC(=O)CSc2nnc3ccccn23)sc2c1CCC2,-5.3,5.7,35.8,-5.5,-5.7,2.0,4.7,-6.6
CCCC(O)(CCC)C(=O)NN(C(=O)CCl)c1ccccc1,-1.7,5.7,1.0,-7.9,4.2,1.4,1.5,4.3
Cc1cc(C(=O)CCl)c(C)n1CC1COc2ccccc2O1 (stereo unspecified),1.7,-9.6,0.8,38.2*,-14.1,-3.7,-6.7,11.6
Cc1cccc(/C=C2\Oc3cc(OS(C)(=O)=O)ccc3C2=O)c1,-7.9,-5.5,1.3,8.0,23.3,0.5,0.0,16.3
CCCCN(C(=O)c1cc(CN2C(=O)c3ccccc3C2=O)ccc1OC)c1c(N)n(CC(C)C)c(=O)[nH]c1=O,0.5,-15.7,1.0,-1.3,-5.1,nt,nt,3.6
Cc1ccc(NC(=O)CCNS(=O)(=O)c2cc(Br)cnc2N)cc1Cl,29.5*,-15.9,2.9,-5.2,-20.5,4.9,-7.4,5.3
COc1ccc(C2/C(=C(/O)c3ccccc3)C(=O)C(=O)N2CO)cc1 (stereo unspecified),0.4,-1.1,-0.6,5.1,24.2,5.1,2.4,-32.1
CC(NCCO)C(=O)C12CC3CC(CC(C3)C1)C2 (stereo unspecified),1.2,-3.3,0.4,-1.7,0.6,-3.9,1.0,-14.7
COc1ccc(NS(=O)(=O)c2cccc(C(=O)NC3CCC(O)CC3)c2)cc1 (stereo unspecified),0.5,-7.4,-0.7,-3.0,8.3,4.4,2.3,7.2
Cn1c(SCc2nnc(-c3ccccc3Br)o2)nc2sc3c(c2c1=O)CCC3,2.1,2.8,13.1,-2.5,-11.6,7.2,-15.0,9.9
CCN(C(=O)COC(=O)c1cnc(C)cn1)C1CCS(=O)(=O)C1 (stereo unspecified),2.3,7.0,-0.2,-6.8,-6.2,4.3,-9.9,-3.0
CN(C)C(=O)c1noc2cc([N+](=O)[O-])ccc12,0.8,2.5,-1.0,-4.8,16.9,1.4,3.6,-11.6
CCc1noc(C)c1C(=O)Nc1ccc(S(=O)(=O)N2CCCC(C)C2)cc1 (stereo unspecified),-0.6,-2.7,-1.5,-2.0,-0.5,-6.0,-11.7,14.5
O=C(NCCNc1ccc([N+](=O)[O-])cc1)c1ccc(Cl)cc1,12.8*,-6.5,0.7,-4.6,9.3,4.6,1.1,10.8
O=C(Nc1cccc(Cl)c1)c1cccc(Oc2ccc([N+](=O)[O-])cc2Cl)c1,8.1,-3.4,86.0*,-3.8,-2.9,-13.1,-12.7,16.7
CCN(CC)CCCNC(=O)CSc1c2c(nc3cc(Cl)ccc13)CCCC2,-0.1,0.8,-0.8,-4.5,19.4,7.6,-11.8,13.0
CN(C(=O)COC(=O)c1cc(=O)[nH]c2ccccc12)c1c(N)n(Cc2ccccc2)c(=O)[nH]c1=O,-0.6,-13.2,-4.2,-6.4,-202.2,-0.1,-3.3,5.1

# Compound profiles, from the list above:
# Record of CCc1noc(C)c1C(=O)Nc1ccc(S(=O)(=O)N2CCCC(C)C2)cc1 (stereo unspecified) = GRIN3A LBD mod: -0.6; ATG4B inh: -2.7; MPTP inh: -1.5; HKDC1 inh: -2.0; SENP8 inh: -0.5; SENP7 inh: -6.0; SENP6 block: -11.7; PfG6PD inh: 14.5
# Record of CCN(CC)CCCNC(=O)CSc1c2c(nc3cc(Cl)ccc13)CCCC2 = GRIN3A LBD mod: -0.1; ATG4B inh: 0.8; MPTP inh: -0.8; HKDC1 inh: -4.5; SENP8 inh: 19.4; SENP7 inh: 7.6; SENP6 block: -11.8; PfG6PD inh: 13.0
